# GLD-1 TGE inh = GLD-1-TGE RNA interaction inhibition (C. elegans). Q17339. purified GLD-1 + fluorescein TGE RNA, fluorescence polarization. inhibition, % at 5.96 µM. 320,000 tested, 0.44% active;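 active means percent inhibition above a per-plate cutoff, the plate mean of test compounds plus 3 SD, cut at about 30% in these data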;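 further: 0% = DMSO wells with GLD-1 and probe and 100% = wells lacking GLD-1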
# PAFAH1B2 FP inh = inhibitors of human PAFAH1B2 | AID 492953 | inhibition, % at 3.39 µM | 340,000 tested, 1.2% active | recombinant PAFAH1B2, FP-rhodamine activity probe, fluorescence polarization;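 active means inhibition above the mean of all tested compounds plus 3 SD, cut at about 24% in these data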;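 further: 0% = enzyme with DMSO and 100% = wells lacking PAFAH1B2; many of its hits are not listed in these tables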
# Target sequence (P68402 whole entry, looked up): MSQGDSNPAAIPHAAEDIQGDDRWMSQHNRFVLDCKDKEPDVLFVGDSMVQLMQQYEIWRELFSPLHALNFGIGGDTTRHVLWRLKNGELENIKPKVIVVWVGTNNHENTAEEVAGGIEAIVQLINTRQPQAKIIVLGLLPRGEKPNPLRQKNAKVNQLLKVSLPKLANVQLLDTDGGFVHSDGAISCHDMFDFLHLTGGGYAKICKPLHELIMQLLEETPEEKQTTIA
# MEX-5 binding = C. elegans MEX-5 TCR-2 RNA binding activity; MEX-5/FITC-TCR2 RNA binding, fluorescence polarization; active compounds read low; AID 1832; 300,000 tested, 0.38% active; activity score (negative = inhibition of binding), % at 10 µM; Q9XUB2;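 active means inhibition past about -25% in most replicates, and total fluorescence under double the plate's negative control median, limit read from the data; inconclusive means replicates evenly split on the limit, or fluorescence at least double controls; inactive means too little inhibition in most replicates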;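 further: 0% = DMSO and -100% = 5 µM competing unlabeled TCR2 RNA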
# Fam108B inh = blocks mouse Fam108B hydrolase in RBBP9 counter-screen. 300,000 tested, 0.33% active. inhibition, % at 9.51 µM. AID 1947. recombinant Fam108B, FP-Rh probe fluorescence polarization;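 active means inhibition above the screen mean inhibition plus 3 SD, computed separately per campaign, cut at about 18% in these data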;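 further: inhibitors lower polarization as less probe binds the enzyme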
# AHR activator = activates the human aryl hydrocarbon receptor; P35869; AHR-responsive luciferase reporter cells, luminescence; activation, % at 5 µM; 320,000 tested, 2.5% active; in the data active means activation above about 47%;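 further: 0% = vehicle wells and 100% = reference agonist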
# MCL1 BIM primary = MCL1-BIM-BH3 interaction inhibition (human). Q07820. GST-MCL1 / FITC-Bim-BH3 fluorescence polarization. inhibition, % at 10.9 µM. 320,000 tested, 0.68% active. AID 2057;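 active means inhibition above the mean inhibition of all tested compounds plus 3 SD, set per campaign, cut at about 40% in these data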;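 further: 0% = DMSO wells and 100% = unlabeled Bim-BH3 peptide control; higher means more loss of mP so more displacement of Bim peptide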
# Target sequence (Q07820 whole entry, looked up): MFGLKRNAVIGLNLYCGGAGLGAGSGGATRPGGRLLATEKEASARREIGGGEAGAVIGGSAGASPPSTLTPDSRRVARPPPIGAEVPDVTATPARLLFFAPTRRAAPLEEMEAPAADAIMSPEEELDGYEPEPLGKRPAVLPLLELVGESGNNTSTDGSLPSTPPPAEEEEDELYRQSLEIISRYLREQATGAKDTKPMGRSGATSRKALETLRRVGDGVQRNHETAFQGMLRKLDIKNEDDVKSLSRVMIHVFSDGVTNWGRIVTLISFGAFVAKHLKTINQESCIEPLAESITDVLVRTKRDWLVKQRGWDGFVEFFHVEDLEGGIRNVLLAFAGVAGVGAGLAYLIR
# BCLXL inh = blocks human Bcl-xL binding to Bim BH3 peptide | AID 2129 | inhibition, % at 10.9 µM | GST-Bcl-xL / FITC-Bim BH3 peptide fluorescence polarization | 320,000 tested, 0.7% active;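 active means inhibition above the mean of all tested compounds plus 3 SD, cutoff set per campaign, cut at about 30% in these data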;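 further: 0% = DMSO wells and 100% = unlabeled Bim-BH3 peptide competitor; inhibitors lower millipolarization by displacing the labeled peptide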
# pPAFAH FP inh = inhibitors of human plasma PAF acetylhydrolase (pPAFAH); inhibition, % at 3.39 µM; Q13093; recombinant pPAFAH, FP-rhodamine probe fluorescence polarization; 330,000 tested, 1.5% active; AID 463082;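 active means inhibition above the mean inhibition across the screen plus 3 SD, cut at about 25% in these data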;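 further: inhibitors block binding of the rhodamine activity-based probe so polarization drops; 0% = enzyme with DMSO and 100% = wells lacking pPAFAH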
# PME-1 inh = PME-1 (human) inhibition; Q9Y570; recombinant PME-1, FP-Rh probe fluorescence polarization; inhibition, % at 5.9 µM; 320,000 tested, 0.53% active;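 active means inhibition above the campaign mean of all compounds plus 3 SD, cut at about 26% in these data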;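 further: competitive labeling of PME-1 active site by serine hydrolase directed probe; 0% = PME-1 with DMSO and 100% = wells lacking PME-1 enzyme; inhibitors block probe labeling so polarization falls and inhibition rises; many of its hits are not listed in these tables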
# Target sequence (Q9Y570 whole entry, looked up): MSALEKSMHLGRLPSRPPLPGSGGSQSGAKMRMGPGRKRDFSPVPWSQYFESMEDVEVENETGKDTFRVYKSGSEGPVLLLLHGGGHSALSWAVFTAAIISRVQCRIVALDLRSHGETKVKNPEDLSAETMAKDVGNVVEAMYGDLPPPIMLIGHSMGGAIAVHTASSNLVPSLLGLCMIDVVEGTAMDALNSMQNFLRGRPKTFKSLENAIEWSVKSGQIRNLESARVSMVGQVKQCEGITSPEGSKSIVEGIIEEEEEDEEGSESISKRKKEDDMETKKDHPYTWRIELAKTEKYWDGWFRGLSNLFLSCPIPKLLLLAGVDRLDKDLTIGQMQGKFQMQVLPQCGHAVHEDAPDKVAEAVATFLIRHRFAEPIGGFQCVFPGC
# * = called active by the depositor; ? = inconclusive; · = no result given.
SMILES,GLD-1 TGE inh,PAFAH1B2 FP inh,MEX-5 binding,Fam108B inh,AHR activator,MCL1 BIM primary,BCLXL inh,pPAFAH FP inh,PME-1 inh
CC(C)CC(C(=O)OCC(=O)c1c(N)n(C)c(=O)n(C)c1=O)N1C(=O)c2ccccc2C1=O (stereo unspecified),-2,-1,-3.6,7,0,-13,0,-1,-3
O=C(CC(=O)c1ccccc1)Nc1cc(C(F)(F)F)ccc1Cl,2,0,1.9,0,3,1,5,9,-3
Nc1cc(=O)[nH]n1C1CCCC1,7,0,2.0,-3,1,4,7,4,-2
Cn1ccsc1=NC(=O)c1ccc(S(=O)(=O)C(F)F)cc1,3,10,1.3,3,2,-10,-1,1,-5
Cc1nn(-c2ccccc2)c2c1C(=O)N(Cc1ccccc1)C(=O)C(C)(C)C2,2,-1,-2.3,-9,2,10,10,-2,-2
CCC1=Nc2cc(C(=O)N3CCCCC3)ccc2Sc2ccc(C)cc21,-9,1,1.8,3,3,-1,7,5,3
CCCCn1c(N)c(N(CCOC)C(=O)c2ccc3c(c2)OCCO3)c(=O)[nH]c1=O,14,0,-0.8,-1,-3,-1,4,0,1
Cc1ccc2sc(N(CCCN(C)C)C(=O)c3ccc(S(=O)(=O)N4CCc5ccccc5C4)cc3)nc2c1C,-6,1,0.5,2,1,5,3,-5,0
Cc1ccc(S(N)(=O)=O)cc1NC(=O)/C=C/c1cccs1,-4,-1,-0.8,0,9,5,8,0,2
CCCC(C(=O)O)n1c(O)c(C=C2N=c3ccccc3=N2)sc1=S (stereo unspecified),-7,4,0.8,1,19,11,8,3,2
CCOC(=O)c1cc(S(=O)(=O)NCCc2ccccc2)cn1C,3,5,0.4,-2,1,-8,0,5,6
O=C(Nc1n[nH]c(C(F)(F)F)n1)C1CC1,6,5,-1.6,0,2,5,-1,3,0
Cc1ccc(-n2c(C)nnc2SCC(=O)N2CCc3ccccc3C2)cc1,2,5,1.1,3,6,-4,-6,3,1
Cc1cc(NC(=O)CSc2c[nH]c3ccccc23)no1,6,4,0.4,0,31,8,4,-1,-4
O=C(Cc1cccs1)N1CCN=C1SCc1ccc(F)cc1,7,-3,-0.7,0,0,-1,2,7,0
Nc1cc(Cl)ccc1N1CCOCC1,2,-2,-0.4,1,-3,4,7,0,1
CCOc1ccc(N=Nc2c(=O)[nH]n3c(=O)c4c([nH]c23)CCCC4)cc1,-3,7,?,5,0,11,16,7,44*
CC(C)(C)c1ccc(C(=O)NCc2nnc(SCC(=O)NCC3CCCO3)o2)cc1 (stereo unspecified),7,6,-1.0,-1,-3,3,-1,4,1
Cc1cccc(-n2cnc3cc(C(=O)N4CCc5ccccc54)ccc32)c1,-2,1,-0.2,-1,23,4,2,4,2
Cc1cccc(NC(=O)c2ccccc2NC(=O)c2ccco2)c1,6,3,1.3,-7,46,9,2,2,-1
CCOc1ccc(NC(=O)CSc2nc3ccccc3c(=O)n2CCCC(=O)NCC2CCCO2)cc1 (stereo unspecified),3,0,0.4,7,-2,4,7,-4,-4
CCOC(=O)c1nn(-c2ccccc2Cl)c(=O)cc1OCC(=O)Nc1cccc(OC)c1,2,-8,-4.3,-15,-1,6,3,3,-1
CCOC(=O)C1=C(C)N=C2SC(C)C(=O)N2C1/C=C/c1ccccc1OC (stereo unspecified),0,0,1.3,-5,2,2,-2,-5,-3
CCN(CC)C1CCN(C(=O)c2cc(COc3ccc(F)cc3Cl)on2)C1 (stereo unspecified),4,6,-1.1,0,-3,7,5,2,-2
CCOC(=O)N1CCN(C(=O)c2cc3cc(Br)ccc3oc2=O)CC1,1,6,0.5,-1,-2,3,4,2,2
C/C(=N\N=C1/NC(=O)C(C)S1)c1ccc([N+](=O)[O-])cc1 (stereo unspecified),-8,1,0.9,8,15,2,-3,1,-5
Cc1ccc(S(=O)(=O)N2CCCC2C(=O)NC2CCCCC2)cc1 (stereo unspecified),-1,6,1.3,2,1,4,2,0,4
Cc1cc(C)n(S(=O)(=O)c2cc(C)c(C)cc2C)n1,-3,-3,0.7,-3,-1,3,7,-2,6
CCOC(=O)CC(NS(=O)(=O)c1ccc(OC)c(C)c1)c1cccc([N+](=O)[O-])c1 (stereo unspecified),3,4,0.0,0,-1,-5,-1,0,10
CCOc1cc(/C=N\NC(=O)c2ccc(NC(=O)C(C)(C)C)cc2)ccc1OC(=O)c1ccc(C)cc1,0,-6,-0.9,-6,3,0,0,-10,-14
Cc1ccccc1CNc1nc(N)n(-c2ccccc2)n1,4,5,3.5,2,1,8,1,0,3
O=C(O)/C(=C/c1ccco1)NC(=O)c1ccc(Br)o1,-1,3,1.0,5,-1,23,17,2,-5
COCCN1C(=O)C(=O)/C(=C(/O)c2ccc(S(=O)(=O)N3CCOCC3)cc2)C1c1ccc(OC)c(OC)c1 (stereo unspecified),-2,4,-2.2,2,-1,2,3,0,6
COc1cccc(/C=C/C(=O)OCC(=O)N2CCCc3ccccc32)c1,2,2,-0.7,-6,-1,2,0,6,1
CC(C)CC(=O)NC(=S)Nc1nc(-c2ccccc2)cs1,-7,3,2.3,-2,67*,-12,-13,-2,-7
CN(C(=O)C1CCC(=O)N(Cc2ccccc2F)C1)C1CCOCC1 (stereo unspecified),1,-1,-0.1,-6,0,2,5,5,-5
Oc1ccc(C[C@@H]2CNCCN2CCC23CC4CC(CC(C4)C2)C3)cc1,3,7,-2.2,4,3,8,3,-1,1
CCn1ncc([N+](=O)[O-])c1C(=O)Nc1c(C)nn(Cc2ccc(F)cc2)c1C,3,2,3.5,0,-1,5,0,-1,-2
CCNNC(=O)C(O)(c1cccc(C)c1)c1cccc(C)c1,6,-3,-3.2,-1,-2,11,4,3,1
O=C(NCCCn1ccnc1)c1cc(-c2ccc(Cl)cc2)nc2ccccc12,1,-3,-0.5,2,9,-3,2,4,6
O=C(COC(=O)c1ccc(Cl)cc1O)NC(=O)C1CCCCC1,8,4,-0.2,2,-3,-6,9,3,-7
O=C(CCNS(=O)(=O)c1ccc(OC(F)(F)F)cc1)N1CCN(S(=O)(=O)c2cccc(F)c2)CC1,6,2,-0.7,2,3,4,7,24,0
CCOc1ccc(-c2nc(C#N)c(NCc3ccco3)o2)cc1,14,5,1.6,1,34,7,12,9,12
O=C(Nc1ccc(Cl)c(Cl)c1)C1CCCCC1,1,3,·,-4,1,7,1,2,-1
CCCCOc1ccc(C(=O)NCCOc2cccc(OC)c2)cc1,1,2,0.3,2,1,1,7,-2,3
O=C(NCCc1ccccc1)C1CCN(C(=O)c2ccc(F)cc2)CC1,4,2,-1.5,3,1,0,-4,1,-7
CC(C)(C)NC(=O)C(c1ccc(F)cc1)N(Cc1ccco1)C(=O)CCC(=O)Nc1ccccn1 (stereo unspecified),6,1,0.8,-3,-3,-2,2,0,2
COC(=O)CCC(=O)Nc1cccc2c(NC(=O)CCC(=O)OC)cccc12,4,3,1.1,1,2,6,8,1,2
CCOC(=O)c1c(NC(=O)COc2ccc3ccc(=O)oc3c2)sc(C(=O)N(C)C)c1C,-3,-3,1.9,-6,6,-6,-2,1,-7
CCS(=O)(=O)NCC(c1cccnc1)N1CCN(c2ccc(OC)cc2)CC1 (stereo unspecified),3,-8,0.0,2,0,-6,0,-2,-1

# New compounds follow
SMILES,GLD-1 TGE inh,PAFAH1B2 FP inh,MEX-5 binding,Fam108B inh,AHR activator,MCL1 BIM primary,BCLXL inh,pPAFAH FP inh,PME-1 inh
Cc1nn(Cc2ccccc2Cl)c(C)c1NC(=O)CCCn1nc([N+](=O)[O-])c(Cl)c1C,4,2,-2.9,3,2,-1,4,2,3
O=C1C2C3C=CC(C3)C2C(=O)N1c1cccc(-c2nc3ccccc3o2)c1 (stereo unspecified),-4,-2,-6.8,2,2,0,0,-6,0
Cc1ccc(C(=O)N/N=C/c2ccc(-c3cccc(Cl)c3)o2)cn1,-7,5,-0.9,-5,10,3,5,8,-6
COc1ccc(NC(=O)CN(C)C(=O)CCSc2ccc(C)cc2)cc1,7,14,1.5,4,3,-3,1,2,1
COc1cc(CNCc2cccs2)ccc1OCC(N)=O,2,3,0.8,-1,-1,5,5,6,5
O=C1CN(C(=O)CN2C(=O)NC(c3ccccc3)(c3ccccc3)C2=O)c2ccccc2N1,4,2,·,·,11,·,·,4,·
Cc1ccc(-c2nc(CNC(=O)c3ccco3)cs2)cc1,-5,0,0.0,4,5,-7,3,13,-18
CCOc1ccc(C2CC(c3c(O)c4ccccc4oc3=O)=NN2c2ccccc2)cc1OC (stereo unspecified),-8,3,?,3,3,-73,-44,5,-8
COc1ccc(CNC(=O)C(C)OC(=O)c2cccc(N(C)C)c2)cc1 (stereo unspecified),3,4,·,·,1,·,·,5,·
COc1ccc(-c2csc(N)n2)cc1,3,11,1.5,3,4,-9,-3,0,1
O=C(c1ccc([N+](=O)[O-])cc1)N1CCN(c2cccc3[nH]ccc23)CC1,-2,1,0.7,0,0,1,7,4,5
NC(=O)C1CCN(c2oc(/C=C/c3ccc(F)cc3)nc2S(=O)(=O)c2ccccc2)CC1,3,-5,1.3,0,-1,1,3,1,4
CCCCc1nnc(NC(=O)c2ccc3c(=O)n4c(nc3c2)CCC4)s1,5,-2,0.8,1,2,-10,7,-1,-6
COc1cc(/C=N/NC(=O)c2ccoc2C)ccc1O,6,3,0.4,2,7,3,1,1,2
CCOC(=O)c1c(NC(=O)COC)sc(C)c1C,-2,6,2.2,-2,-1,6,6,0,1
O=C1C2CCCN2C(=O)N1CCCN1CCN(c2ccc([N+](=O)[O-])cc2)CC1 (stereo unspecified),0,0,2.5,4,-1,0,-1,29*,3
Clc1ccc(CN2CCN(c3ncccn3)CC2)cc1,3,2,-0.1,5,-4,4,0,-3,1
N#C/C=C/N1CCC(Cc2ccccc2)CC1,-2,1,1.6,2,0,-4,4,3,-3
C=CCn1c(SCc2cccc3ccccc23)nnc1-c1cccnc1,5,8,2.8,1,6,1,1,-4,-1
O=C(CSc1nnc2ccccn12)NCc1cccs1,4,3,-0.7,2,1,3,2,5,-2
CCCc1cc(C(=O)NNC(=S)NC2CCCCC2)cs1,0,2,-0.7,-1,5,8,2,2,0
CS(=O)(=O)N(CC(O)CON=C1c2ccccc2-c2ccccc21)c1ccc(F)cc1 (stereo unspecified),5,4,0.1,-6,4,2,3,-2,-4
COc1ccc(OC)c(C2=NOC(C(=O)NCc3ccccn3)C2)c1 (stereo unspecified),3,-2,3.3,-2,-1,4,3,2,0
CC(=O)Nc1ccc(S(=O)(=O)Nc2nccc(/C=C/c3ccccc3F)n2)cc1,9,-4,-1.0,-2,-2,7,4,-2,1
NC(=O)C1CCN(c2nc(-c3cc4ccccc4o3)cs2)CC1,-1,0,·,·,18,·,·,0,·
O=C(COC(=O)C1(c2ccccc2F)CCCC1)NCc1cccs1,1,7,-1.0,4,1,-3,-2,4,6
O=C1CC2(CCN(C(=O)c3c(F)cccc3F)CC2)Oc2ccccc21,6,5,4.3,-3,0,4,3,4,-5
CCOc1ccc(N=C(NC#N)SC)cc1,-6,5,0.7,-6,9,3,3,6,5

# Full records as entered above. Order of screens: GLD-1 TGE inh | PAFAH1B2 FP inh | MEX-5 binding | Fam108B inh | AHR activator | MCL1 BIM primary | BCLXL inh | pPAFAH FP inh | PME-1 inh
# Profile of `O=C(CSc1nnc2ccccn12)NCc1cccs1` = 4 | 3 | -0.7 | 2 | 1 | 3 | 2 | 5 | -2
# Profile of `COCCN1C(=O)C(=O)/C(=C(/O)c2ccc(S(=O)(=O)N3CCOCC3)cc2)C1c1ccc(OC)c(OC)c1` (stereo unspecified) = -2 | 4 | -2.2 | 2 | -1 | 2 | 3 | 0 | 6

# Assay outcomes deposited in PubChem by several laboratories.

# The list is partial; rates above refer to the full screens.
